ERa coact inh = ERα–SRC-1 coactivator interaction inhibitors, primary screen, biochemical, TR-FRET, ERα LBD, estradiol-bound; 1.7% of 86,000 active; inhibition, % at 25.6 µM; Estrogen receptor (Homo sapiens), P03372; AID 629, 2007; TR-FRET ER-alpha LBD / SRC-1 peptide; in the data active = inhibition above about 50%;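 also: 0% = receptor plus peptide control and 100% = peptide only without receptor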
ERa coact pot = enhancers of ERα–SRC-1 coactivator binding, primary screen, biochemical, TR-FRET, ERα LBD, low estradiol | TR-FRET ERalpha-LBD/SRC-Cy5 coactivator binding, 2 h; 100 = basal binding, no effect | coactivator binding (% of control), % at 25.6 µM | 1.3% of 86,000 active | AID 639, 2007; in the data active = activity above about 200%;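 also: binding measured in presence of low estradiol as agonist stimulus; 0% = peptide alone without receptor and 100% = receptor with peptide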
HUVEC prolif 384 = inhibitors of HUVEC proliferation, primary screen, cell-based, 384-well; viability, % at 10 µM (by protocol); CellTiter-Glo luminescence, 72 h; stronger effect = lower value; 1.1% of 86,000 active; AID 648, 2007;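 active = viability at or below 30%; inactive = viability above 30%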;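 also: 100% = median luminescence of DMSO-only cell control wells on each plate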
Fibroblast inh = antiproliferative effect on LL 47 fibroblasts – human, LL 47 cells, CellTiter-Glo luminescence, primary screen | LL 47 human lung fibroblast viability, ATP luminescence; stronger effect = lower value | viability, % at 10 µM | 1.1% of 85,000 active | AID 719, 2007;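 active = viability at or below 50% in the single dose screen; inactive = viability above 50%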;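 also: compound exposure lasted 72 h before the ATP readout; 100% = median luminescence of untreated cell-only wells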
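Test system: LL 47 human lung fibroblasts / Incubation: 72 h compound exposure at 37 °C after overnight plating / Technique: luminescent ATP detection, CellTiter-Glo / Compound dosing: 0.1% DMSO in all compound wells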
ERb SRC1 inh = inhibitors of ERβ-SRC1 coactivator interaction, primary screen, biochemical, TR-FRET, ERβ LBD, SRC-1 peptide. Estrogen receptor beta (Homo sapiens), Q92731. inhibition, % at 25.6 µM. AID 633, 2007. 1.3% of 86,000 active. TR-FRET ER-beta LBD / SRC1-Cy5 peptide binding; receptor agonist-loaded with 1 µM estradiol;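 active = compounds whose percent inhibition of the receptor-coactivator binding signal exceeds about 50% in the single-dose screen, limit read from the data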;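 also: 0% = receptor plus peptide wells without compound and 100% = peptide-only wells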
H69AR growth 86K = proliferation blockers of H69AR lung cancer cells, primary screen, cell-based, human, 86K library; H69AR lung tumor viability, ATP luminescence, 72 h; stronger effect = lower value; viability, % at 10 µM; 6% of 85,000 active;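 active = viability at or below 40%; inactive = viability above 40%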;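 also: multidrug resistant small cell line overexpressing MRP-1 efflux transporter; 100% = mean luminescence of untreated control wells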
sEH activator = soluble epoxide hydrolase activators, primary screen, biochemical, human sEH; Bifunctional epoxide hydrolase 2 (Homo sapiens), P34913; purified human sEH enzymatic activity, activator screen; activation, % at 2 µM; 0.04% of 91,000 active; in the data active = activation above about 37%; also: values of inactives mirror those of a sister screen read the other way
Calb biofilm kill = clotrimazole potentiators killing Candida biofilms, primary screen, with clotrimazole, Alamar Blue | C. albicans biofilm + clotrimazole | inhibition, % at 6 µM | 0.14% of 85,000 active | AID 834, 2007;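 active = inhibition above 20%; inactive = inhibition below 20%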;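 also: preformed 24 hr biofilms exposed to compound for 48 hr; 0% = biofilm without compound and 100% = blank killed by clotrimazole plus chlorhexidine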
Smad3 FoxH1 inh = Smad3/FoxH1 peptide binding inhibitors, primary screen, biochemical, TR-FRET; TR-FRET Smad3/Dy647-FoxH1 peptide binding, europium anti-His; inhibition, % at 25 µM; 0.29% of 88,000 active; AID 630, 2007;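 active = compounds that reduce the energy-transfer binding signal between the protein and its labelled peptide by more than half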;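 also: 0% = Smad3 plus labelled peptide maximal FRET and 100% = peptide-only background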
Target sequence (P84022 whole entry, looked up): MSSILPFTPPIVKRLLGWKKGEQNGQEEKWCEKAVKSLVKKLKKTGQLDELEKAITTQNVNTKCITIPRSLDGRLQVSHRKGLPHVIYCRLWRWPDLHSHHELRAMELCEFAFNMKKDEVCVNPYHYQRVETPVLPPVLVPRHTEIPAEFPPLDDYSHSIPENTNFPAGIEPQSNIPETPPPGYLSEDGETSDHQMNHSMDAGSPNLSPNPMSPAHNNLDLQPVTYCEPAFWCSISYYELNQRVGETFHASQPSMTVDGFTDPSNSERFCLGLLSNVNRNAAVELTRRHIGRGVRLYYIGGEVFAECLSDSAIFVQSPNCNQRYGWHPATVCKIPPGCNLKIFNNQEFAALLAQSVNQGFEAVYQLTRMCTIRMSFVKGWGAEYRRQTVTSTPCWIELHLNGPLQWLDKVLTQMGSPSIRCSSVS
Active calls of the source: *; / = not tested or not shown; [ ] = another dose, or the depositor's remark. An excerpt; the hit share may differ from the screen's.

| item | mol | H69AR growth 86K | ERa coact pot | Smad3 FoxH1 inh | Calb biofilm kill | Fibroblast inh |
| --- | --- | --- | --- | --- | --- | --- |
| 1 | CCCc1cc(=O)oc2cc(OCC(=O)N3CCc4ccccc43)ccc12 | 89 | 335*[fluorescence artefact?] | -125[fluorescence artefact?] | 3 | 93 |
| 2 | CC1CCN(C(=O)C2CCN(C(=O)c3cc4sccc4n3Cc3ccc(F)cc3)CC2)CC1 | 69 | 107 | 15 | 2 | 93 |
| 3 | O=C(NCC(c1cccnc1)N1CCN(c2ccccc2F)CC1)c1cccc(Cl)c1 (stereo not drawn) | 76 | 120 | 1 | -6 | 96 |
| 4 | COc1cc(C)nc(Oc2ccc(OCCOc3ccc(C)cc3)nn2)n1 | 94 | 120 | 1 | 3 | 100 |
| 5 | Cc1ccccc1OC(=O)C1C(c2ccccc2)C(C(=O)O)C1c1ccccc1 (stereo not drawn) | 88 | 108 | -7 | -3 | 91 |
| 6 | COC(=O)c1cc(Br)c(=O)n(-c2nccs2)c1 | 94 | 103 | 12[fluorescence artefact?] | 6 | 105 |
| 7 | CCN1C(=O)C(CC(=O)NCc2ccc(Cl)cc2)N(CC)C1=O (stereo not drawn) | 90 | 114 | -2 | 4 | 99 |
| 8 | COc1ccc(-n2nc(C(=O)O)c3ccccc3c2=O)cc1 | 92 | 104 | -12 | 4 | 100 |
| 9 | CCOC(=O)N1CCN(S(=O)(=O)c2cc(-c3nn4c(C)nnc4c4ccccc34)ccc2C)CC1 | 53 | 93 | 4 | 0 | 82 |
| 10 | Cc1oc(-c2ccc(Cl)cc2)[n+]([O-])c1C | 102 | 99 | 3 | 7 | 98 |

| item | sEH activator | HUVEC prolif 384 | ERa coact inh | ERb SRC1 inh |
| --- | --- | --- | --- | --- |
| 1 | -1 | 57 | 12[fluorescence artefact?] | 20[fluorescence artefact?] |
| 2 | -2 | 108 | 13 | -2 |
| 3 | 11 | 95 | -2 | 1 |
| 4 | 18 | 93 | -6 | -9[fluorescence artefact?] |
| 5 | 23 | 96 | -7 | -5 |
| 6 | 0 | 96 | 30 | 6 |
| 7 | 19 | 86 | 27 | -5 |
| 8 | 11 | 104 | -6 | 5 |
| 9 | -8 | 68 | 8 | -2 |
| 10 | -2 | 97 | 1 | -8 |

Next compounds follow.
| item | mol | H69AR growth 86K | ERa coact pot | Smad3 FoxH1 inh | Calb biofilm kill | Fibroblast inh |
| --- | --- | --- | --- | --- | --- | --- |
| 11 | Cc1csc2nc(CSc3ccc(Cl)cc3)cn12 | 85 | 66 | -5[fluorescence artefact?] | 6 | 97 |
| 12 | COc1ccc(N2Cc3cccc(C(=O)N4CCN(C(=O)c5ccco5)CC4)c3C2=O)cc1 | 89 | 84[fluorescence artefact?] | 29 | -5 | 98 |
| 13 | COc1cc2c(cc1OC)-c1cc(NC3CCCCCC3)nc(=O)n1CC2 | 87 | 93 | -4 | -1 | 100 |
| 14 | COc1ccc(C(=O)NCc2cn3ccsc3n2)cc1OC | 100 | 119 | -3 | 4 | 100 |
| 15 | Clc1ccccc1-c1nn2c(-c3ccccn3)nnc2s1 | 72 | 112 | 9 | 1 | 101 |
| 16 | COC(=O)c1ccccc1NC1=C/C(=N\S(=O)(=O)c2cccs2)c2ccccc2C1=O | 23* | 94[fluorescence artefact?] | 26 | -6 | 5.7* |
| 17 | Cc1ccc(C2=NNC(=O)C(c3ccc(Cl)cc3)C2)cc1 (stereo not drawn) | 81 | 83 | -6 | 2 | 104 |
| 18 | COc1cccc(C2C(C(N)=O)=C(C)Nc3nc(CCCO)nn32)c1OC (stereo not drawn) | 96 | 124 | 4 | 1 | 98 |
| 19 | O=C(c1ccccc1)N1CCCOC1c1ccccc1 (stereo not drawn) | 86 | 111 | 11 | 3 | 95 |
| 20 | O=S1(=O)CCC(NCC2CCCO2)C1 (stereo not drawn) | 96 | 113 | 3 | 5 | 98 |

| item | sEH activator | HUVEC prolif 384 | ERa coact inh | ERb SRC1 inh |
| --- | --- | --- | --- | --- |
| 11 | 10 | 95 | -8 | 13 |
| 12 | -9 | 102 | 71* | 68* |
| 13 | 4 | 105 | -2 | 0[fluorescence artefact?] |
| 14 | -2 | 107 | -10 | 3 |
| 15 | / | 92 | 0 | 2[fluorescence artefact?] |
| 16 | 17 | 4.0* | 2[fluorescence artefact?] | 6 |
| 17 | 10 | 108 | -2 | -6 |
| 18 | 2 | 99 | 0 | -15[fluorescence artefact?] |
| 19 | 9 | 95 | 6 | 6 |
| 20 | -9 | 95 | -3 | -8 |

Laid out differently: 9 of the compounds above
9) CCOC(=O)N1CCN(S(=O)(=O)c2cc(-c3nn4c(C)nnc4c4ccccc34)ccc2C)CC1
10) Cc1oc(-c2ccc(Cl)cc2)[n+]([O-])c1C
11) Cc1csc2nc(CSc3ccc(Cl)cc3)cn12
12) COc1ccc(N2Cc3cccc(C(=O)N4CCN(C(=O)c5ccco5)CC4)c3C2=O)cc1
13) COc1cc2c(cc1OC)-c1cc(NC3CCCCCC3)nc(=O)n1CC2
14) COc1ccc(C(=O)NCc2cn3ccsc3n2)cc1OC
15) Clc1ccccc1-c1nn2c(-c3ccccn3)nnc2s1
16) COC(=O)c1ccccc1NC1=C/C(=N\S(=O)(=O)c2cccs2)c2ccccc2C1=O
assay / compound	9	10	11	12	13	14	15	16
H69AR growth 86K	53	102	85	89	87	100	72	23*
ERa coact pot	93	99	66	84[fluorescence artefact?]	93	119	112	94[fluorescence artefact?]
Smad3 FoxH1 inh	4	3	-5[fluorescence artefact?]	29	-4	-3	9	26
Calb biofilm kill	0	7	6	-5	-1	4	1	-6
Fibroblast inh	82	98	97	98	100	100	101	5.7*
sEH activator	-8	-2	10	-9	4	-2	/	17
HUVEC prolif 384	68	97	95	102	105	107	92	4.0*
ERa coact inh	8	1	-8	71*	-2	-10	0	2[fluorescence artefact?]
ERb SRC1 inh	-2	-8	13	68*	0[fluorescence artefact?]	3	2[fluorescence artefact?]	6

17) Cc1ccc(C2=NNC(=O)C(c3ccc(Cl)cc3)C2)cc1 (stereo not drawn)
assay / compound	17
H69AR growth 86K	81
ERa coact pot	83
Smad3 FoxH1 inh	-6
Calb biofilm kill	2
Fibroblast inh	104
sEH activator	10
HUVEC prolif 384	108
ERa coact inh	-2
ERb SRC1 inh	-6

Remaining list, next part.
| item | mol | H69AR growth 86K | ERa coact pot | Smad3 FoxH1 inh | Calb biofilm kill | Fibroblast inh |
| --- | --- | --- | --- | --- | --- | --- |
| 21 | O=C(c1cc2c(=O)oc3ccccc3c2s1)N1CCOCC1 | 90 | 108 | 2 | 6 | 106 |
| 22 | NC(=O)c1sc2nc3c(c(-c4ccc(Cl)cc4)c2c1N)CCCC3 | 50 | 252*[fluorescence artefact?] | 4 | 3 | 90 |
| 23 | CCN(CC)CCCNC(=O)Cn1ncc2c(=O)oc3ccc(C)cc3c21 | 89 | 117 | -7 | 4 | 103 |
| 24 | COCC(=O)Nc1ccc(S(=O)(=O)Nc2cc(C)nc(C)n2)cc1 | 79 | 97 | 15 | 7 | 92 |
| 25 | CCOC(=O)N1CC=C2C(C#N)=C(N)C(C#N)(C#N)[C@H](c3ccccc3OCC)[C@H]2C1 | 92 | 103 | -6 | 10 | 101 |
| 26 | Cc1ccccc1C(=O)N1CCC(C(=O)O)CC1 | 81 | 97 | 4 | 6 | 104 |
| 27 | CN(C)/C=C1/N=C(c2ccccc2)OC1=O | 106 | 104 | 13 | -3 | 103 |

| item | sEH activator | HUVEC prolif 384 | ERa coact inh | ERb SRC1 inh |
| --- | --- | --- | --- | --- |
| 21 | / | 108 | -10[fluorescence artefact?] | 1[fluorescence artefact?] |
| 22 | 12 | 85 | 11[fluorescence artefact?] | 21[fluorescence artefact?] |
| 23 | -7 | 96 | -4 | 3 |
| 24 | 5 | 92 | 6 | -4 |
| 25 | 6 | 92 | 14 | 20[fluorescence artefact?] |
| 26 | 8 | 94 | -1 | -3 |
| 27 | -8 | 105 | -2[fluorescence artefact?] | 5 |

Among those listed so far, these have fluorine:
| item | mol | H69AR growth 86K | ERa coact pot | Smad3 FoxH1 inh | Calb biofilm kill | Fibroblast inh |
| --- | --- | --- | --- | --- | --- | --- |
| 2 | CC1CCN(C(=O)C2CCN(C(=O)c3cc4sccc4n3Cc3ccc(F)cc3)CC2)CC1 | 69 | 107 | 15 | 2 | 93 |
| 3 | O=C(NCC(c1cccnc1)N1CCN(c2ccccc2F)CC1)c1cccc(Cl)c1 (stereo not drawn) | 76 | 120 | 1 | -6 | 96 |

| item | sEH activator | HUVEC prolif 384 | ERa coact inh | ERb SRC1 inh |
| --- | --- | --- | --- | --- |
| 2 | -2 | 108 | 13 | -2 |
| 3 | 11 | 95 | -2 | 1 |

Assay outcomes deposited in PubChem BioAssay by several laboratories.
